CHRM5 antagonist – human M5 muscarinic receptor antagonists, primary screen, CHO cells, Fluo-8 calcium fluorescence; inhibition, % at 3 µM; CHO-hM5 cells, ACh EC80; hit rate 0.59% among 360,000;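 active = inhibition above a per-plate cutoff, the mean of that plate's test compounds plus 3 SD, cut at about 27% in these data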;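 also: 0% = acetylcholine EC80 with DMSO and 100% = DMSO without agonist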
M4 PAM – human M4 muscarinic receptor positive allosteric modulators, primary screen, CHO-K1 cells, Fluo-8 calcium fluorescence. CHO-K1 hM4/Gqi5, ACh EC20; 0% = ACh EC20, 100% = maximal ACh. activation, % at 3 µM. hit rate 0.4% among 360,000. AID 624126, 2012;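 active = activation above its plate's cutoff, the mean activation of sample wells plus 3 SD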; also: some results filed as inactive read as strong as hits
Target sequence (P08173 whole entry, looked up): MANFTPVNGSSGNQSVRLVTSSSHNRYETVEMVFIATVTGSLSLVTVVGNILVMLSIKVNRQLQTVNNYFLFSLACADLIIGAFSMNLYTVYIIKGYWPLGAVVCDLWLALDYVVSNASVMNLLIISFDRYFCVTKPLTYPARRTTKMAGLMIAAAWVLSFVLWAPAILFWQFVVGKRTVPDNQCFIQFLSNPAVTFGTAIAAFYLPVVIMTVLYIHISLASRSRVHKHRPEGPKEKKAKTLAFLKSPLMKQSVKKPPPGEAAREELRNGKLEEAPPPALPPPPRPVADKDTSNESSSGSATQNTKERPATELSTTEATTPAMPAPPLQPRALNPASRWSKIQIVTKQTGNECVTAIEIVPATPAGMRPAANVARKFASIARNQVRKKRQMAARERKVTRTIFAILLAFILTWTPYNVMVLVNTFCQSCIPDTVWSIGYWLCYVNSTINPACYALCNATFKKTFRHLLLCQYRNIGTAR
CHRM5 PAM – human M5 muscarinic receptor positive allosteric modulators, primary screen, CHO-K1 cells, Fluo-8 calcium fluorescence. CHO-K1 hM5, ACh EC20 PAM; 0% = ACh EC20, 100% = ACh EC100. activation, % at 3 µM. hit rate 0.3% among 360,000. AID 624038, 2012;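 active = activation above the run cutoff, the mean activation of all test compounds plus 3 SD, cut at about 18% in these data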
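system = human M5 receptor in CHO-K1 cells | reagent = EC20 acetylcholine as agonist stimulus | compound dosing = single-point, 3 µM nominal | incubation = Fluo-8 loading 80 min at 37 °C plus 30 min room temperature | detection = Fluo-8 calcium dye fluorescence, kinetic read | benchmarks = low control EC20 acetylcholine (0%), high control EC100 acetylcholine (100%)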
CHRM1 PAM – human M1 muscarinic receptor positive allosteric modulators, primary screen, CHO-K1 cells, Fluo-8 calcium fluorescence, 1536-well | AID 588819, 2011 | hit rate 0.088% among 360,000 | activation, % at 3 µM | CHO-K1 hM1, ACh EC20; 0% = ACh EC20, 100% = maximal ACh; in the data active = activation above about 19%, passing the limit was not always enough
Target sequence (P11229 whole entry, looked up): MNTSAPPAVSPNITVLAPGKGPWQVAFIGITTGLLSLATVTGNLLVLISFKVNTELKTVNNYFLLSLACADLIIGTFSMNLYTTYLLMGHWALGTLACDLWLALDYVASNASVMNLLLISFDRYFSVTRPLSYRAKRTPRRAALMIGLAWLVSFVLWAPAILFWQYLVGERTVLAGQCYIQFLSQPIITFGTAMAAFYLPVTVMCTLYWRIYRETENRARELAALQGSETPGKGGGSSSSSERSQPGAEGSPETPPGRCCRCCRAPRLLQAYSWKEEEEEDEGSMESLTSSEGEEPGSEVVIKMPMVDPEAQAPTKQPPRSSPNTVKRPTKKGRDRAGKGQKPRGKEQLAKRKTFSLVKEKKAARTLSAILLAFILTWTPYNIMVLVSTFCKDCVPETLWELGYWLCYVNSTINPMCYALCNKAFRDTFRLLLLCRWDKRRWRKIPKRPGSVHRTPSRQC
CRFR2-BP ag – agonists of CRF-BP/CRF-R2 complex, primary screen, cell-based, HEK293, calcium dye fluorescence, uHTS; calcium dye fluorescence (FLIPR); percent of saturating CRF peptide response; activation, % at 13.2 µM; hit rate 0.46% among 350,000; AID 588473, 2011;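 active = activation of at least 50%, plus an integration ratio under a set limit after plate pattern correction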;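 also: plate controls were neutral control wells without compound for no effect and CRF at EC100 for full effect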
CRFBP-R2 block – antagonists of CRF-BP/CRF-R2 complex, primary screen, cell-based, HEK293, calcium dye fluorescence, uHTS; CRF-induced calcium fluorescence; inhibition, % at 11.8 µM; hit rate 0.59% among 350,000; AID 588475, 2011;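 active = inhibition of the ligand-induced calcium signal above about 50% at the single tested concentration, limit read from the data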
M5 ag – human M5 muscarinic receptor agonists, primary screen, CHO-K1 cells, Fluo-8 calcium fluorescence | Muscarinic acetylcholine receptor M5 (Homo sapiens), P08912 | CHO-K1 hM5 cells; 0% DMSO wells, 100% maximal acetylcholine response | hit rate 0.19% among 360,000 | activation, % at 3 µM;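 active = activation above the run's mean over test compounds plus 3 SD, cut at about 23% in these data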;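 also: signal is peak over basal fluorescence ratio across the kinetic read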
CHRM4 antagonist – human M4 muscarinic receptor antagonists, primary screen, CHO cells, Fluo-8 calcium fluorescence; Muscarinic acetylcholine receptor M4 (Homo sapiens), P08173; CHO-hM4 cells, ACh EC80; inhibition, % at 3 µM; hit rate 0.73% among 360,000;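 active = inhibition above its plate's cutoff, the mean inhibition of sample wells plus 3 SD, cut at about 27% in these data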;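 also: 0% = acetylcholine EC80 with DMSO and 100% = DMSO without agonist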
CHRM4 agonist – human M4 muscarinic receptor agonists, primary screen, CHO-K1 cells, Fluo-8 calcium fluorescence | Muscarinic acetylcholine receptor M4 (Homo sapiens), P08173 | CHO-K1 hM4/Gqi5; vehicle 0%, full acetylcholine response 100% | activation, % at 3 µM | hit rate 0.14% among 360,000;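 active = activation above the run mean over all test wells plus 3 SD, cut at about 32% in these data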;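 also: peak over basal fluorescence ratio per well then scaled between controls; 0% = DMSO wells and 100% = acetylcholine at EC100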
* hit, by the source's call; x = no result given. No enrichment for hits; overall some 2.6% were active at least once.

entry	CHRM5 antagonist	M4 PAM	CHRM5 PAM	CHRM1 PAM	CRFR2-BP ag	CRFBP-R2 block	M5 ag	CHRM4 antagonist	CHRM4 agonist	mol
1	3	1	-2	7	4.2	2	-4	-2	2	COc1ccc(Oc2coc3cc(OC(=O)c4cccs4)ccc3c2=O)cc1
2	15	-9	-5	2	-0.4	-9	-4	12	1	CCOc1ccc(CN2CCNC(=O)C2CC(=O)NCCCOc2cccnc2)cc1 (configuration not stated)
3	17	-5	-2	0	0.2	3	-7	0	1	COc1ccc(OC)c(S(=O)(=O)NCCCc2ccccc2)c1
4	4	-7	-5	0	1.4	-1	0	5	3	Cc1nn(-c2ccccc2)c(C)c1C(=O)OCC(=O)Nc1ccccc1
5	5	12	-8	-1	3.2	-14	-4	-20	4	CN(C)C(CNC(=O)c1cccc(S(=O)(=O)Nc2ccc(Br)cc2)c1)c1ccco1 (configuration not stated)
6	0	5	1	8	0.7	-15	0	1	3	O=c1c2ccc(Cl)cc2nc2n1CC/C2=C\c1cccc(O)c1
7	0	12	3	12	-0.2	0	4	-18	1	CCOC(=O)N1CCN(C(=O)CNC(=O)c2ccc(Cl)cc2Cl)CC1
8	1	-6	-3	-11	1.4	-11	-4	5	1	Cc1ccc(NS(=O)(=O)c2cc(C(=O)NCCSC3CCCCC3)ccc2C)cc1
9	24	-8	-10	-7	60*	-5	6	5	13	Cc1ccc(N/N=C(\C#N)C(N)=S)c(C)c1
10	-7	4	-2	3	1.1	-4	-8	-8	2	O=C(NC1CCN(Cc2ccccc2)CC1)c1cc(-c2ccccn2)nc2ccccc12
11	12	7	-2	7	-3.3	12	0	-5	1	O=C(NN1CCOCC1)c1cccc(F)c1
12	13	6	-4	-1	1.7	-6	3	-6	7	COc1ccccc1N1CCN(C(=O)CCNS(=O)(=O)c2ccc(Br)s2)CC1
13	-5	-1	13	5	-0.1	7	-1	7	0	O=C(OCc1cnc(Cl)s1)c1c(F)cccc1F
14	-8	6	9	5	-0.3	-1	4	-4	2	CCn1c(C(C#N)/C(=N\S(=O)(=O)c2cccs2)c2ccccc2)nc2ccccc21 (configuration not stated)
15	10	10	-4	x	x	x	-1	-3	2	COC(=O)C1(C(=O)OC)c2ccccc2N(S(=O)(=O)c2ccc(C)cc2)C1CC(C)=O (configuration not stated)
16	13	-14	-8	0	-3.0	24	-11	-6	0	CC(NC(=O)Cc1ccc([N+](=O)[O-])cc1)c1ccc2c(c1)OCO2 (configuration not stated)
17	4	-4	2	8	2.9	-6	0	-1	3	CN(CCO)c1nc(N)c(C#N)c(CC#N)c1C#N
18	-3	6	5	12	0.5	0	-2	-8	1	CCCCc1c(O)nc(SCC(=O)N2CCOCC2)n(-c2ccc(OC)cc2)c1=O
19	1	1	-6	7	0.9	0	-2	-9	4	Cc1cc(C)c(C)c(S(=O)(=O)N2CCN(c3ncnc4ccccc34)CC2)c1C
20	5	6	-3	8	-1.2	-3	-1	-6	0	COc1cc(OC)c(NC(=O)CC2SC(N)=NC2=O)cc1Cl (configuration not stated)
21	5	-6	7	9	-3.3	8	-2	-9	0	O=C(NCC1CCCO1)c1ccc2c(c1)C(=O)N(c1cccc([N+](=O)[O-])c1)C2=O (configuration not stated)
22	-6	-1	3	-7	-1.1	-1	1	-7	3	CC1=C(C(=O)N2CCOCC2)CC(CC(=O)NC2CCCC2)C(=O)N1Cc1ccc(C(C)(C)C)cc1 (configuration not stated)
23	2	0	-10	2	-0.2	15	3	10	0	Cc1ccc(-n2[nH]c(C)c(C=NCc3ccncc3)c2=O)cc1
24	5	-4	-4	9	-1.9	5	-6	17	1	CC1CN(S(=O)(=O)c2cccc(C(=O)Nc3ccccc3N3CCCC3)c2)CC(C)O1 (configuration not stated)
25	-4	2	-2	-2	-0.2	-19	1	2	0	Cc1ccc(OC(=O)C23CC4CC(CC(C4)C2)C3)c(C)n1
26	9	-3	-4	-7	0.7	-33	-2	-13	21	O=C(Nc1ccc(CN2CCOCC2)cc1)c1cccc(-c2cc3ccccc3oc2=O)c1
27	1	-28	3	-5	-0.4	3	1	6	11	Cc1ccccc1OCCn1cc(C(=O)C(=O)N2CCOCC2)c2ccccc21
28	6	-3	-2	5	-1.6	14	-2	-6	1	C[C@H](NC(=O)C1CCC(CNC(=O)[C@@H]2CCCN2C(=O)OC(C)(C)C)CC1)C(=O)O (some centres not stated)
29	-4	-1	4	-5	0.2	11	-3	-6	8	CCOC(=O)C1CCN(CCC(=O)Nc2ccc(Br)c(C)c2)CC1
30	5	3	2	5	-0.9	3	1	-10	3	Cc1cc(C)n2nc(SCC(=O)N3CCN(c4ccccc4)CC3)nc2n1
31	8	1	-1	-3	-1.8	-4	-1	3	1	Cc1cc2cc(CN(CCN(C)C)C(=S)NCc3ccco3)c(=O)[nH]c2cc1C
32	-1	-3	1	8	1.2	-7	0	3	1	O=C(NCc1csc(-c2cccs2)n1)Nc1ccc(C(F)(F)F)cc1
33	-5	-3	3	-2	-3.0	62*	-4	-9	1	Cc1ccc(CN2CCSc3ccc(C(=O)N4CCN(c5ncccn5)CC4)cc32)cc1
34	5	2	3	2	-0.5	10	-2	-4	0	O=C(O)CCc1nn2c3ccccc3n(Cc3ccccc3)c2nc1=O
35	13	10	-7	10	-0.1	1	-5	-3	2	COc1ccc(Cl)cc1NC(=O)CNCc1cccs1
36	6	1	2	4	0.9	-10	-2	-2	1	O=C(CCS(=O)(=O)c1ccc(Br)s1)Nc1ccccc1Br
37	-1	1	-5	1	0.7	10	-3	2	0	Cc1ccccc1NCc1ccccc1O
38	21	-2	-8	-6	-0.5	-7	2	-1	5	CCC(=O)c1ccc(OCC(=O)OCC(=O)Nc2ccc3c(c2)OCCO3)cc1
39	-5	4	-6	5	3.0	-18	-2	-7	0	Cc1ccc(CNC(=O)CSc2nc(N3CCCCC3)nc(N3CCCCC3)n2)cc1
40	14	-3	-6	7	0.6	12	-3	-8	-1	COc1ccc(/C=C(\NC(=O)c2cccs2)C(=O)NCc2ccco2)cc1OC
41	-1	4	-2	-3	-2.1	1	0	-18	2	O=C(Nc1ccc(S(=O)(=O)NC2=NCCCCC2)cc1)c1cccc(OC(F)F)c1
42	17	-5	-4	-2	-2.2	-4	-1	0	7	Cc1nc2ccc(NC(=O)c3ccccc3)cc2c(=O)n1Cc1ccc(F)cc1
43	1	3	0	13	0.0	0	2	1	1	COCCCNC(=O)CN1C(=O)c2ccccc2C1=O
44	2	1	12	5	-1.5	0	-1	1	0	CC(C)C(NC(=O)c1ccccc1)C(=O)NCCc1ccccc1 (configuration not stated)
45	5	-7	-3	9	0.4	-14	0	-8	7	COc1ccc(OC)c(S(=O)(=O)N2CCC(NC(=O)c3ccccc3)CC2)c1
46	-3	-2	3	7	-1.3	13	-1	6	1	Cc1nc(NC(=O)c2cccc(-c3cc4ccccc4oc3=O)c2)ccc1Br
47	7	-4	-1	3	0.1	-9	1	1	0	CCCCC(=O)N(CCOC)c1nnc(-c2cccnc2)s1
48	-6	13	-3	-3	4.8	5	-2	-1	0	COc1ccc(Cl)cc1NC(=O)C(=O)NC1CCCCCC1
49	2	8	0	7	0.6	8	4	-4	2	COCCNC(=O)COc1ccc(C)c(C)c1
50	1	-10	-3	-2	2.3	-6	0	-8	0	O=C(O)c1nn(-c2ccccc2C(F)(F)F)cc1O
51	-7	0	1	0	x	x	0	-7	1	CNc1cncc(-c2ccc(OCCCN(C)C)nc2)n1
52	5	-5	0	1	-1.2	-17	1	4	6	S=c1[nH]c(-c2ccccc2)cn1/N=C/c1ccncc1
53	9	-8	-10	-8	x	x	5	-5	14	COc1ccc(NC(=O)c2cc(-c3cc(F)ccc3OC)n[nH]2)c(OC)c1
54	2	-3	4	1	-0.4	-2	0	7	2	O=C1CCN(Cc2ccccc2)S(=O)(=O)c2c(F)cc(F)cc21
55	-7	-6	-20	-4	1.8	-3	-22	5	1	CC(C)(C)CN1CCN(CC#Cc2ccccc2)CC1CCO (configuration not stated)
56	7	0	4	14	-6.4	-1	4	3	2	Cc1ccc(C(=O)OCC(=O)Nc2ccc(S(N)(=O)=O)cc2)c(O)c1
57	9	4	5	17	3.7	29	2	2	0	O=C(N/N=C/c1ccccc1)C(O)c1ccccc1 (configuration not stated)

Grouped by structure: those above containing fluorine
entry	CHRM5 antagonist	M4 PAM	CHRM5 PAM	CHRM1 PAM	CRFR2-BP ag	CRFBP-R2 block	M5 ag	CHRM4 antagonist	CHRM4 agonist	mol
11	12	7	-2	7	-3.3	12	0	-5	1	O=C(NN1CCOCC1)c1cccc(F)c1
13	-5	-1	13	5	-0.1	7	-1	7	0	O=C(OCc1cnc(Cl)s1)c1c(F)cccc1F
32	-1	-3	1	8	1.2	-7	0	3	1	O=C(NCc1csc(-c2cccs2)n1)Nc1ccc(C(F)(F)F)cc1
41	-1	4	-2	-3	-2.1	1	0	-18	2	O=C(Nc1ccc(S(=O)(=O)NC2=NCCCCC2)cc1)c1cccc(OC(F)F)c1
42	17	-5	-4	-2	-2.2	-4	-1	0	7	Cc1nc2ccc(NC(=O)c3ccccc3)cc2c(=O)n1Cc1ccc(F)cc1
50	1	-10	-3	-2	2.3	-6	0	-8	0	O=C(O)c1nn(-c2ccccc2C(F)(F)F)cc1O
53	9	-8	-10	-8	x	x	5	-5	14	COc1ccc(NC(=O)c2cc(-c3cc(F)ccc3OC)n[nH]2)c(OC)c1
54	2	-3	4	1	-0.4	-2	0	7	2	O=C1CCN(Cc2ccccc2)S(=O)(=O)c2c(F)cc(F)cc21

High-throughput results from PubChem BioAssay.
